Eya2 phos inh – blocks the phosphatase activity of human Eya2 | recombinant Eya2, OMFP fluorescence dephosphorylation (OMFP is methylfluorescein phosphate) | Potency, µM (series often up to 76.9 µM), for inactives: at the top dose activity, negative = inhibition, hits mostly inhibitors | 330,000 tested, 0.006% active; further: potency means the concentration at half of the fitted maximal effect; on the % scale 0 is the no-effect control and ±100 the full control effect
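Eya2 (0.2 uM) preincubated 10 min at ambient with compound, then OMFP substrate added at 50 uM; 10 min reaction in 50 mM HEPES pH 7.5, 50 mM NaCl, 5 uM MgCl2, 0.05% BSA, 1 mM DTT. Fluorescence read at Ex 485/Em 525 nm.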
TSHR antag – blocks TSH signaling through the human TSH receptor; P16473; TSHR-expressing cells, TSH-stimulated cAMP HTRF, 2 h; hits give low values; activity change, negative = inhibition, % at 11.5 µM; 330,000 tested, 0.2% active; AID 504810;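 active means activity change below a set negative limit, meaning inhibition stronger than a set level, cut at about -70% in these data; inconclusive means activity change between two set negative limits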; further: on the % scale 0 is the no-effect control and ±100 the full control effect
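Inhibition of cAMP made by TSHR-expressing cells under TSH stimulation (4nM final, EC80; 2 h, 37 deg C) is quantified with a one-step lysis HTRF kit, anti-cAMP cryptate versus cAMP-d2.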
hERG WT inh – KCNH2 (human, wildtype) channel inhibition; 340,000 tested, 0.37% active; activity change, % at 1.84 µM; U2OS, BacMam KCNH2, thallium flux FluxOr; hits give low values;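 active means maximum activity change below -70%; inconclusive means maximum activity change between -70% and -50%; inactive means maximum activity change above -50%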; further: on the % scale 0 is the no-effect control and ±100 the full control effect
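U2OS cells transduced with wild-type KCNH2 virus are loaded with FluxOr dye for 45 min, and thallium flux is measured in kinetic reads before and after stimulation buffer. Rate constants are normalized to DMSO controls.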
GALK inh – inhibitors of human galactokinase | P51570 | 270,000 tested, 0.007% active | Potency, µM (doses to about 57.5 µM), for inactives: at the highest dose activity change, negative = inhibition, actives largely listed as inhibitors | Purified GALK, Kinase-Glo residual ATP luminescence; further: potency means the concentration at half of the fitted maximal effect; on the % scale 0 is the no-effect control and ±100 the full control effect
Target sequence (P51570 whole entry, looked up): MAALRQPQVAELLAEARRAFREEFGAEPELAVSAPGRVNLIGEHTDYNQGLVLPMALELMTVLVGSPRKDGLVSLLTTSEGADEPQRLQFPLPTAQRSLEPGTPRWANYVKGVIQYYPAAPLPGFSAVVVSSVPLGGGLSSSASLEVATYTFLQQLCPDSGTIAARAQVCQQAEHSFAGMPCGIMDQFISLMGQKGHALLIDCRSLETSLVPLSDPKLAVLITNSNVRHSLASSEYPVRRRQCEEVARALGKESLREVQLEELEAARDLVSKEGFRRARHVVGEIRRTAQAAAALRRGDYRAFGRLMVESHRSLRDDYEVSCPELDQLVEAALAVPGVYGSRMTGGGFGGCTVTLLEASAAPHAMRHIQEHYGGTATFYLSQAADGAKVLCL
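Quantitative HTS: GALK 5 nM, ATP 35 uM, galactose 100 uM, 1 h room temperature, then luciferase-based ATP detection.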
MBNL1 CUG block – MBNL1-poly(CUG) RNA binding inhibition | TR-FRET MBNL1-His/biotin-(CUG)12 binding, 665/545 ratio | Q9NR56 | 280,000 tested, 0.036% active | Potency, µM (series often up to 57.5 µM), without a hit: top-dose activity change, negative = inhibition, actives largely listed as inhibitors; active means well fitted inhibition curve with a large enough effect in the signal ratio, with a control signal flat, not every such curve was filed as active; inconclusive means small, poorly fitted or top-dose-only effect, or effect the other way, or a change in a side signal; inactive means no such curve, though single readings can be large or run the other way; the % refers to the signal ratio; further: potency means the concentration at half of the fitted maximal effect; on the % scale 0 is the no-effect control and ±100 the full control effect
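Compounds (final 92 nM to 58 uM) are added to His-tagged MBNL1 and biotin-(CUG)12, then terbium anti-His antibody and streptavidin-XL665 (5 nM final). After 60 min at room temperature, the 665/545 nm ratio is read.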
Mito fusion yeast – inhibitors of mitochondrial division or activators of mitochondrial fusion | S. cerevisiae fusion-defective mutant growth rescue, CellTiterGlo 48 h | Potency, µM (series often up to 46.1 µM), inactives show at the top dose growth rescue (activation), most hits filed as activators | 320,000 tested, 0.23% active | AID 485298;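 further: potency means the concentration at half of the fitted maximal effect; % of control where 0% means no effect; nearly all actives have a fitted effect of over 45% in size; temperature-sensitive fusion mutants such as fzo1-1 at 37 °C on non-fermentable ethanol glycerol medium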
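Compounds are tested for their ability to restore growth of mitochondrial fusion-defective yeast strains at non-permissive 37C in YPEG medium over 48 hours. Viability is quantified by luciferase luminescence.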
Menin-MLL TR inh – inhibitors of human menin-MLL interaction, mutant MLL peptide; O00255; Menin + Texas Red MLL mutant peptide, fluorescence polarization; Potency, µM (highest dose often 61.6 µM), for the others: top-dose FP activity change, negative = inhibition, hits mostly inhibitors; 270,000 tested, 0.23% active; AID 1768; active means well fitted inhibition curve with a large enough effect in the polarisation, with a control signal flat, not every such curve was filed as active; inconclusive means small, poorly fitted or top-dose-only effect, or effect the other way, or a change in a side signal; inactive means no such curve, though single readings can be large or run the other way; the % refers to the polarisation; further: potency means the concentration at half of the fitted maximal effect; % of control where 0% means no effect; many of its hits are not listed in these tables
PKM2 act – activators of human pyruvate kinase M2; purified PKM2, Kinase-Glo ATP luminescence, activation; response scale: 0% is enzyme alone, no compound; Potency, µM (series often up to 57.5 µM), inactives show top-dose activation, hits mostly activators; 260,000 tested, 0.34% active; AID 1631; further: potency means the concentration at half of the fitted maximal effect; on the % scale 0 is the no-effect control and ±100 the full control effect; nearly all actives have a fitted effect of over 55% in size
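Purified hPK-M2 (>95% pure) converted ADP (0.1 mM final) to ATP with 0.5 mM PEP in 50 mM imidazole pH7.2, KCl, MgCl2, Tween 20, BSA; 1 h at room temperature. ATP detected by Kinase-Glo luminescence.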
USP2a block – blocks human ubiquitin-specific protease USP2a; Potency, µM (highest dose often 38.3 µM), for inactives: top-dose activity change, negative = inhibition, actives largely listed as inhibitors; 330,000 tested, 0.01% active; O75604; USP2 core, Ub-CHOP2 coupled fluorogenic reporter, 485/531; AID 463254;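 further: potency means the concentration at half of the fitted maximal effect; plate controls were DMSO wells for no effect and full inhibition by NEM control for full effect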
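USP2 core (10nM final) preincubated 30min RT with compound in 20mM Tris-HCl pH 8.0, 2mM CaCl2, 2mM beta-mercaptoethanol, 0.05% CHAPS; 25nM Ub-CHOP2 plus 25nM reporter substrate added, fluorescence (Ex485/Em531) read after 60min.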
BCR signal inh – chronic active BCR signaling inhibition; ABC-DLBCL IkBa-CBG/CBR reporter, luminescence ratio, 4 h; Potency, µM (series often up to 46.1 µM), for the others: top-dose ratio change, negative = lower green/red ratio, usual class: inhibitors; AID 493014; 340,000 tested, 0.05% active; active means well fitted inhibition curve with a large enough effect in the signal ratio, with a control signal flat, not every such curve was filed as active; inconclusive means small, poorly fitted or top-dose-only effect, or effect the other way, or a change in a side signal; the % refers to the signal ratio;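 further: potency means the concentration at half of the fitted maximal effect; plate controls were basal doxycycline-induced cells for no effect and cells given 10 µM MG132 for full effect; MG132 reads +100%, hits lower the ratio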
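Concentration-response series (up to 46 uM) were applied to TMD8 dual-reporter cells for 4 h at 37C with doxycycline. Green/red ratio, after filter-overlap correction, defined %Activity; red signal alone was normalised to basal cells and zero luminescence.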
S-ASM inh – blocks human secretory acid sphingomyelinase. Potency, µM (series often up to 57.5 µM), inactives show at the highest dose activity change, negative = inhibition, usual class: inhibitors. placental ASM, HMU-PC fluorogenic substrate, 60 min. P17405. AID 504937. 340,000 tested, 0.006% active; further: potency means the concentration at half of the fitted maximal effect
Target sequence (P17405 47-631 limits assumed): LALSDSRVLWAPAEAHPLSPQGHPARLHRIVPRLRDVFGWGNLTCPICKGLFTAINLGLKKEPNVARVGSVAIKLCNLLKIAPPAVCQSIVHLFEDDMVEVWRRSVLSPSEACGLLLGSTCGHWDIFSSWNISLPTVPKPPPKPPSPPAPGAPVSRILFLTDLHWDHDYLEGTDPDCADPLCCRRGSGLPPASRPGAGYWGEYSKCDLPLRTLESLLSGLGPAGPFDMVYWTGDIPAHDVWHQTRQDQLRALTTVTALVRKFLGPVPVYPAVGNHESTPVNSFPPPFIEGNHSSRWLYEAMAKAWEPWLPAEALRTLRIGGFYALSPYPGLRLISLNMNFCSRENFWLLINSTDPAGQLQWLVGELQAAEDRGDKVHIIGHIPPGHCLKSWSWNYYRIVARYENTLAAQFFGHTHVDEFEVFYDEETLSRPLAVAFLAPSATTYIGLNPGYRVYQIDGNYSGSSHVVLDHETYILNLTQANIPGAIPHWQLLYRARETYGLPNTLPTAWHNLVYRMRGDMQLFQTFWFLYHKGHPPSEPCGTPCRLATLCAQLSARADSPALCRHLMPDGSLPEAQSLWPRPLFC
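Steps: dispense placental human ASM, pin compound, wait 10 min at room temperature, add HMU-PC0 substrate at 9 uM final, incubate 60 min at 37 °C, add stop solution raising pH to 10, read fluorescence.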
* hit, by the source's call. Unless noted, the call rests on the fitted dose curve; in most records, active means well fitted curve in the direction sought with a large enough effect; inconclusive means small, poorly fitted or top-dose-only effect, or another doubt; inactive means no such curve, though single readings can be large; an effect the other way counts as inactive or inconclusive. Not all compounds are listed; rates above refer to the full screens.

Screening CCn1c(COc2cc(C)ccc2C(C)C)nnc1SCC(=O)Nc1nccs1 returned Eya2 phos inh -11.4%, TSHR antag 6.5, GALK inh 5.5%, MBNL1 CUG block -4.6%, Mito fusion yeast -0.3%, Menin-MLL TR inh inconclusive, PKM2 act -5.2%, USP2a block 1.5%, BCR signal inh 0.1% and S-ASM inh -2.1%.
COc1cc([N+](=O)[O-])cc(/C=N/NC(=O)CSc2ccccn2)c1O was read as Eya2 phos inh -5.9%, TSHR antag -1.2, hERG WT inh 13.8, MBNL1 CUG block inconclusive, Mito fusion yeast 0.5%, PKM2 act -6.5%, USP2a block -1.4%, BCR signal inh inconclusive and S-ASM inh -3.8%.
For O=S(=O)(c1ccccc1)N1CCN(C(=S)Nc2ccc(Br)cc2)CC1 the results were Eya2 phos inh -2.1%, TSHR antag 2.4, hERG WT inh -1.4, GALK inh -0.6%, MBNL1 CUG block -6.9%, Mito fusion yeast -4.7%, PKM2 act 4.3%, USP2a block -4.4%, BCR signal inh 11.2% and S-ASM inh -7.9%.
CN(CC(=O)Nc1ccccc1N1CCCC1)S(=O)(=O)c1ccc(F)cc1 was read as Eya2 phos inh 7.8%, TSHR antag -7.6, hERG WT inh 0.1, Mito fusion yeast 16.6%, USP2a block -0.6%, BCR signal inh -8.3% and S-ASM inh 1.8%.
CN(C)c1ccc(/C=C2/SC(=O)N(CCN=C3NS(=O)(=O)c4ccccc43)C2=O)cc1 was read as Eya2 phos inh 0.0%, TSHR antag 21.0, hERG WT inh -1.2, GALK inh 0.6%, MBNL1 CUG block 5.8%, Mito fusion yeast 8.2%, Menin-MLL TR inh inconclusive, PKM2 act -27.0%, USP2a block 5.6%, BCR signal inh 0.3% and S-ASM inh -2.7%.
Screening Cc1cnc(C(=O)OCc2ccc(Br)cc2)cn1 returned Eya2 phos inh -2.0%, TSHR antag 15.5, hERG WT inh -11.2, GALK inh -1.6%, MBNL1 CUG block 1.2%, Mito fusion yeast -3.6%, Menin-MLL TR inh 10.1%, PKM2 act 5.0%, USP2a block 3.0%, BCR signal inh -2.9% and S-ASM inh 2.8%.
O=C(Nc1ccc(Br)cc1)c1ccccc1CC[N+](=O)[O-] was read as Eya2 phos inh 4.0%, TSHR antag 7.8, hERG WT inh 12.0, GALK inh -2.1%, MBNL1 CUG block -2.4%, Mito fusion yeast -1.4%, Menin-MLL TR inh 29.4%, PKM2 act -2.2%, USP2a block -0.2%, BCR signal inh 3.9% and S-ASM inh 3.5%.
CCc1ccc(NC(=O)Cn2cnc3c(=O)n(C)c(=O)n(C)c32)cc1 was read as Eya2 phos inh 10.2%, TSHR antag 14.0, hERG WT inh -14.4, GALK inh -0.3%, MBNL1 CUG block -12.3%, Mito fusion yeast 15.8%, Menin-MLL TR inh -13.9%, PKM2 act -1.5%, USP2a block 3.1%, BCR signal inh 6.2% and S-ASM inh 0.7%.
`OCCCNc1nnc(-c2ccccc2)c2ccccc12` gave Eya2 phos inh inconclusive, TSHR antag -3.7, hERG WT inh -2.0, GALK inh 1.0%, MBNL1 CUG block 5.6%, Mito fusion yeast 4.3%, Menin-MLL TR inh -15.2%, USP2a block 4.2%, BCR signal inh inconclusive and S-ASM inh 1.6%.
Screening CCOC(=O)N1CCN(C(=O)CCCn2c(=S)[nH]c3ccc(Br)cc3c2=O)CC1 returned Eya2 phos inh 4.6%, TSHR antag -1.6, hERG WT inh 3.2, GALK inh 0.4%, MBNL1 CUG block 0.4%, Mito fusion yeast 1.4%, Menin-MLL TR inh -1.8%, PKM2 act 2.1%, USP2a block 3.3%, BCR signal inh -23.6% and S-ASM inh -0.2%.
O=C(COC(=O)C1CCN(S(=O)(=O)c2ccc3c(c2)OCCO3)CC1)Nc1cc(C(F)(F)F)ccc1Cl was read as Eya2 phos inh -7.3%, TSHR antag 4.7, hERG WT inh -6.6, GALK inh 1.0%, MBNL1 CUG block -15.4%, Mito fusion yeast -3.8%, Menin-MLL TR inh 4.9%, PKM2 act inconclusive, USP2a block -0.3%, BCR signal inh 2.9% and S-ASM inh 3.2%.
Screening C/C(=N\NC(=O)c1nn(C)cc1Br)c1cccc(NC(=O)C2CCCC2)c1 returned Eya2 phos inh -37.5%, TSHR antag 20.3, hERG WT inh -3.8, GALK inh 3.7%, MBNL1 CUG block inconclusive, Mito fusion yeast 6.4%, Menin-MLL TR inh -0.6%, PKM2 act -10.8%, USP2a block 6.1%, BCR signal inh inconclusive and S-ASM inh 0.7%.
Screening Cc1ccc(-c2noc(CCCC(=O)NC3CCCC3)n2)cc1 returned Eya2 phos inh 2.0%, TSHR antag -12.3, hERG WT inh -3.4, GALK inh -2.3%, MBNL1 CUG block -5.8%, Mito fusion yeast 10.2%, Menin-MLL TR inh -13.9%, USP2a block 2.8%, BCR signal inh inconclusive and S-ASM inh -1.2%.
`CCOC(=O)c1cnc2c(-c3ccccc3OC)c(C)nn2c1C` gave Eya2 phos inh -3.6%, TSHR antag -4.4, hERG WT inh 8.0, GALK inh 1.0%, MBNL1 CUG block -3.2%, Mito fusion yeast 21.2%, Menin-MLL TR inh -14.8%, PKM2 act 3.3%, USP2a block -1.7%, BCR signal inh 1.8% and S-ASM inh -2.6%.
`COc1ccc(S(=O)(=O)NCCSC(C)(C)C)cc1` gave Eya2 phos inh 8.9%, TSHR antag 0.6, hERG WT inh 5.8, GALK inh 0.2%, MBNL1 CUG block 8.8%, Mito fusion yeast 1.6%, Menin-MLL TR inh -2.3%, PKM2 act 8.0%, USP2a block 0.6%, BCR signal inh 2.1% and S-ASM inh 1.3%.
Screening COc1cc(OC)c(NC(=O)c2ccc3c(SCC(=O)O)c4c(nc3c2)CCCC4)cc1Cl returned Eya2 phos inh inconclusive, TSHR antag -9.3, hERG WT inh 4.0, GALK inh 10.8%, MBNL1 CUG block 14.7%, Mito fusion yeast 1.1%, Menin-MLL TR inh inconclusive, PKM2 act -2.2%, USP2a block -0.3%, BCR signal inh 1.7% and S-ASM inh -5.8%.
For Cc1ccc(S(=O)(=O)N2CCC(C(=O)N3CCC(C(=O)NCc4cccnc4)CC3)CC2)cc1 the results were Eya2 phos inh 3.7%, TSHR antag 0.9, hERG WT inh 2.9, GALK inh -1.5%, MBNL1 CUG block -2.4%, Mito fusion yeast -3.0%, Menin-MLL TR inh -1.7%, PKM2 act -9.4%, USP2a block 0.0%, BCR signal inh 4.5% and S-ASM inh 0.0%.
Screening COCCC(=O)N1CCC(n2nccc2NC(=O)c2ccccc2C)CC1 returned Eya2 phos inh 14.4%, TSHR antag 11.8, hERG WT inh -5.0, GALK inh 1.7%, MBNL1 CUG block 0.0%, Mito fusion yeast 4.5%, Menin-MLL TR inh 6.0%, USP2a block 0.4%, BCR signal inh -0.3% and S-ASM inh -0.1%.
Screening CC(=O)c1ccc(-c2cccc([C@H]3[C@@H]4C=CC[C@@H](C)[C@@H]4C(=O)N3Cc3ccccc3)c2)cc1 returned Eya2 phos inh -3.1%, TSHR antag 3.3, hERG WT inh -1.7, Menin-MLL TR inh -10.3%, USP2a block 0.1%, BCR signal inh -4.6% and S-ASM inh -10.0%.
For Oc1cc2c(cc1CN1CCN(c3cccc(C(F)(F)F)c3)CC1)CCC2 the results were Eya2 phos inh 11.1%, TSHR antag -7.6, hERG WT inh -2.1, GALK inh 1.5%, MBNL1 CUG block -1.0%, Mito fusion yeast -1.9%, Menin-MLL TR inh -15.8%, PKM2 act -0.8%, USP2a block 1.0%, BCR signal inh 4.0% and S-ASM inh -6.6%.
Screening Clc1ccc(OCCn2ccnc2)c(Br)c1 returned Eya2 phos inh 4.0%, TSHR antag -0.8, hERG WT inh 13.8, GALK inh 0.7%, MBNL1 CUG block -0.9%, Mito fusion yeast 4.0%, Menin-MLL TR inh -0.3%, PKM2 act 25.2%, USP2a block 1.8%, BCR signal inh 26.7% and S-ASM inh -0.2%.
For CC(C)Cc1ccc(C(C)C(=O)Nc2ccccc2O)cc1 (stereo not drawn) the results were Eya2 phos inh -10.9%, TSHR antag -44.5, hERG WT inh -1.0, GALK inh 0.1%, MBNL1 CUG block -6.8%, Mito fusion yeast 6.1%, PKM2 act -1.2%, USP2a block -1.7%, BCR signal inh 1.0% and S-ASM inh -3.5%.
For O=C1c2ccccc2C(=O)N1Cc1cc(-c2ccccc2)no1 the results were Eya2 phos inh -13.7%, TSHR antag -7.9, hERG WT inh 6.0, GALK inh 0.5%, MBNL1 CUG block 14.4%, Mito fusion yeast -6.6%, Menin-MLL TR inh 17.5%, PKM2 act -0.6%, USP2a block 0.7%, BCR signal inh -7.8% and S-ASM inh -11.7%.
COc1ccc(NC2CCCN(C(=O)c3csc(C(C)C)n3)C2)cc1OC (stereo not drawn) was read as Eya2 phos inh -7.6%, TSHR antag 3.3, hERG WT inh -8.5, GALK inh 5.3%, MBNL1 CUG block 5.3%, Mito fusion yeast -2.0%, Menin-MLL TR inh -14.5%, PKM2 act 2.2%, USP2a block 1.0%, BCR signal inh 0.5% and S-ASM inh 2.5%.
